# Compound activity from PubChem.
# PREPL inh: PREPL enzyme inhibitors, primary screen, biochemical, fluorescence polarization. Prolyl endopeptidase-like (Homo sapiens), Q4J6C6. recombinant PREPL, fluorescence polarization activity-based probe. inhibition, % at 5.96 µM. actives 0.68% (n = 320,000). AID 2751, 2010; in the data active means inhibition above about 43%;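 further: 0% = enzyme with DMSO and 100% = wells lacking enzyme; many of its hits are not listed in these tables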
# PAFAH1B3 inh: PAFAH1B3 enzyme inhibitors, primary screen, biochemical, fluorescence polarization, human; Platelet-activating factor acetylhydrolase IB subunit alpha1 (Homo sapiens), Q15102; recombinant PAFAH1B3, FP-rhodamine probe; inhibition, % at 3.39 µM; actives 0.28% (n = 340,000); AID 492972, 2010;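 active means inhibition above the screen-wide average of all tested compounds plus 3 SD, cut at about 25% in these data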;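 further: 0% = enzyme with DMSO only and 100% = wells lacking PAFAH1B3 protein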
# PAFAH1B2 inh: PAFAH1B2 enzyme inhibitors, primary screen, biochemical, fluorescence polarization, human; actives 1.2% (n = 340,000); Platelet-activating factor acetylhydrolase IB subunit alpha2 (Homo sapiens), P68402; recombinant PAFAH1B2, FP-rhodamine activity probe; inhibition, % at 3.39 µM;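 active means inhibition above the mean of all tested compounds plus 3 SD, cut at about 24% in these data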;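 further: 0% = enzyme with DMSO and 100% = wells lacking PAFAH1B2; many of its hits are not listed in these tables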
# pPAFAH FP inh: pPAFAH enzyme inhibitors, primary screen, biochemical, fluorescence polarization, human; Platelet-activating factor acetylhydrolase (Homo sapiens), Q13093; recombinant pPAFAH, FP-rhodamine probe fluorescence polarization; inhibition, % at 3.39 µM; actives 1.5% (n = 330,000); AID 463082, 2010;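 active means inhibition above the mean inhibition across the screen plus 3 SD, cut at about 25% in these data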;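 further: inhibitors block binding of the rhodamine activity-based probe so polarization drops; 0% = enzyme with DMSO and 100% = wells lacking pPAFAH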
# Target sequence (Q13093 whole entry, looked up): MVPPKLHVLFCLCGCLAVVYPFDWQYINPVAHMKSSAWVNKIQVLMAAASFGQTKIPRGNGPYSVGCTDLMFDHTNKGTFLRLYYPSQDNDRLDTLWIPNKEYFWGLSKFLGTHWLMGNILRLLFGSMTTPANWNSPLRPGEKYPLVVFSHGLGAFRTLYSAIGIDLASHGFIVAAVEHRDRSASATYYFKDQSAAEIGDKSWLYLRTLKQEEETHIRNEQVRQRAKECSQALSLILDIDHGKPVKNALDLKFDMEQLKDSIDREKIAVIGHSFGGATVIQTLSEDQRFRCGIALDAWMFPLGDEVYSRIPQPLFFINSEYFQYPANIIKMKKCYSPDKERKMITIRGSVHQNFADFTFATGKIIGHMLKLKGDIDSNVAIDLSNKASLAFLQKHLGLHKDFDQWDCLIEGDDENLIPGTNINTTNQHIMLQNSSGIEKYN
# GSTO1 counter: inhibitors of recombinant GSTO1, primary screen, counter-screen for RBBP9 inhibitor project, biochemical, fluorescence polarization. Glutathione S-transferase omega-1 (Homo sapiens), P78417. inhibition, % at 5.96 µM. activity-based probe fluorescence polarization. actives 1.1% (n = 300,000);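 active means inhibition above the campaign mean inhibition plus 3 SD, cut at about 35% in these data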;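 further: 0% = GSTO1-1 with DMSO and 100% = wells lacking GSTO1-1 enzyme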
# PAFAH2 FP inh: PAFAH2 enzyme inhibitors, primary screen, biochemical, fluorescence polarization, human; inhibition, % at 3.39 µM; AID 492956, 2010; recombinant PAFAH2, FP-rhodamine activity probe; actives 0.99% (n = 340,000); Platelet-activating factor acetylhydrolase 2, cytoplasmic (Homo sapiens), Q99487;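 active means inhibition above the mean over all tested compounds plus 3 SD, cut at about 30% in these data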;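 further: inhibitors block probe labeling of enzyme so polarization drops; 0% = enzyme with DMSO and 100% = wells lacking PAFAH2 protein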
# LYPLA1 inh: LYPLA1 inhibitors, primary screen, counter-screen for PME1 inhibitor project, biochemical, fluorescence polarization, FP-Rh probe ABPP; Acyl-protein thioesterase 1 (Homo sapiens), O75608; AID 2174, 2009; inhibition, % at 5.9 µM; recombinant LYPLA1; actives 0.16% (n = 320,000);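 active means inhibition above the mean of all tested compounds plus 3 SD, set per campaign, cut at about 14% in these data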;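 further: inhibitors block serine hydrolase probe labeling of LYPLA1 so polarization falls; 0% = enzyme with DMSO and 100% = wells lacking LYPLA1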
# PAD4 inh: human PAD4 inhibitors, primary screen, biochemical, fluorescence polarization, 1536-well format | AID 485272, 2010 | Protein-arginine deiminase type-4 (Homo sapiens), Q9UM07 | actives 0.41% (n = 330,000) | recombinant PAD4, RCA probe fluorescence polarization | inhibition, % at 6.36 µM;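 active means percent inhibition above a cutoff equal to the mean of all tested compounds plus 3 SD, cut at about 15% in these data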;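 further: 0% = PAD4 with RCA probe and DMSO and 100% = probe without PAD4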
# Target sequence (Q9UM07 whole entry, looked up): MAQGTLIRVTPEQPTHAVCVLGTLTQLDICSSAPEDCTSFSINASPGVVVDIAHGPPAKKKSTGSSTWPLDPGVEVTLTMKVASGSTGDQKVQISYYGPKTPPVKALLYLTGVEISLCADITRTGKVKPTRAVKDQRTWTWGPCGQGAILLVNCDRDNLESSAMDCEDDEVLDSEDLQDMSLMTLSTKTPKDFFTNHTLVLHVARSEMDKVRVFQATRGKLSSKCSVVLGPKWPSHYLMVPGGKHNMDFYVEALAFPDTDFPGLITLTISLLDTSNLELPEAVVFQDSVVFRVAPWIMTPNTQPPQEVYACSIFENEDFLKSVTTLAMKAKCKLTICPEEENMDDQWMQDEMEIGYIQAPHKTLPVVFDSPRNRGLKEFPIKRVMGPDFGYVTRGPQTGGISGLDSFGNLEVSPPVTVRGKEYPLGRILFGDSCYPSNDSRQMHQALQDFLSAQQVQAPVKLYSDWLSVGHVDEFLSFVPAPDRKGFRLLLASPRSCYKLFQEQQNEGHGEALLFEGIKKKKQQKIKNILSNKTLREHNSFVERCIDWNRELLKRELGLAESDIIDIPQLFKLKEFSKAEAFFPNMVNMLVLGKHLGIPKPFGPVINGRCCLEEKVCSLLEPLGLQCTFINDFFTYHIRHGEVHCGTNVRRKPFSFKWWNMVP
# LYPLA2 counter: LYPLA2 inhibitors, primary screen, counter-screen for PME1 inhibitor project, biochemical, fluorescence polarization, FP-Rh probe ABPP | recombinant LYPLA2 | actives 0.38% (n = 320,000) | inhibition, % at 5.9 µM | Acyl-protein thioesterase 2 (Homo sapiens), O95372;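 active means inhibition above the screen-wide mean plus 3 SD, limit set per campaign, cut at about 26% in these data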;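 further: 0% = LYPLA2 with DMSO and 100% = wells lacking LYPLA2 enzyme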
# Starred values were filed as active, the others as inactive; . = no result given. This is a subset; count on the stated rates, not on these rows.
SMILES,PREPL inh,PAFAH1B3 inh,PAFAH1B2 inh,pPAFAH FP inh,GSTO1 counter,PAFAH2 FP inh,LYPLA1 inh,PAD4 inh,LYPLA2 counter
Cc1ccc(COc2ccccc2-c2cc(C(=O)N/N=C/c3cccnc3)[nH]n2)cc1,-47,-3,14,-12,-8,-26,-47,-3,-109
Cc1cccc(NC(=O)C(C)Sc2nnc(-c3cccnc3)o2)c1 (centres undefined),6,1,1,4,.,2,-1,-5,2
CCOc1ccc(S(=O)(=O)NCCC(=O)NCC2CCCO2)cc1 (centres undefined),4,4,-1,-1,.,1,1,3,-2
CCCCCC(/C=N/Nc1ccc(S(=O)(=O)N2CCOCC2)cc1[N+](=O)[O-])=C\c1ccccc1,4,-5,2,3,-3,-7,1,4,4
CCOC(=O)N1CCC(NC(=O)c2cn(-c3ccc(OC)cc3)c(=O)c3ccccc23)CC1,2,-6,1,3,1,-1,0,-2,-1
Cc1cc(NCCOCCO)n2c(nc3ccccc32)c1C#N,6,17,2,4,-3,5,5,1,-3
C/C(=N\NC(=O)c1ccc(CN2CCOCC2)cc1)c1ccc(NC(=O)c2ccccc2)cc1,4,11,3,2,9,0,0,-2,1
CCOc1ccc(NC(=O)c2ccccc2NC(=O)c2cccnc2)cc1,1,9,2,-1,-3,3,-2,-1,-1
NC1=NC(=O)C2(COC(c3cccc([N+](=O)[O-])c3)OC2)S1 (centres undefined),15,4,-3,0,-1,0,-2,6,0
COc1ccc(Cl)cc1NS(=O)(=O)c1ccc2c(c1)NC(=O)CCS2,11,3,2,-1,11,14,0,-6,-8
COc1ccc(C(=O)c2c(-c3ccc(OC)cc3)oc3ccccc23)cc1,14,7,-2,5,.,1,2,-1,-2
CSc1ccc(S(=O)(=O)NCC(=O)OCC(=O)N2CCCC2=O)cc1[N+](=O)[O-],23,4,-4,3,11,6,3,2,1
Cc1[nH]c2ccccc2c1/C=N/NC(=O)CNC(=O)c1ccccc1,25,-4,1,2,8,2,0,-6,1
Cc1c(O)ccoc1=O,10,4,5,1,1,1,7,4,10
NS(=O)(=O)c1ccc(CCNCc2cc(Cl)ccc2OCc2ccccc2)cc1,-55,0,0,-4,-6,4,2,-2,0
Cc1ccc(OCC(=O)NCCN2CCCC2)cc1,-1,-7,5,1,8,-1,8,-10,8
COc1ccc(OC)c(NC(=S)NCc2ccccc2OC)c1,-1,4,8,4,7,4,1,2,2
Cc1csc2nc(CSc3nc4ccccc4o3)cn12,-2,2,0,0,-5,1,2,-2,2
CCN(CC)S(=O)(=O)c1cc(C)ccc1SC,6,10,-1,-11,-6,1,-1,-3,-16
Cc1oc2nc(SCCCC(=O)NCCO)nc(N)c2c1C,1,11,6,4,-2,-1,2,-2,4
CCOc1ccc(C(=O)NCC(=O)OCC(=O)N2CCCCC2)cc1,3,8,2,6,8,-9,5,-3,11
c1coc(Cn2c(SCc3nc4ccccc4[nH]3)nnc2-c2cnccn2)c1,0,2,-4,7,-2,-6,-1,-4,-4
CCCN(CCC)S(=O)(=O)c1ccc(C)cc1,-7,-5,-1,0,3,0,-1,-2,0
CCC1(c2ccccc2)NC(=O)N(CC#N)C1=O (centres undefined),-1,5,6,5,5,-5,2,-1,2
C=CCSC1=C(C#N)C(c2cccc(OC)c2)CC(=O)N1 (centres undefined),2,6,3,-5,4,-3,3,-6,1

# Carrying on:
SMILES,PREPL inh,PAFAH1B3 inh,PAFAH1B2 inh,pPAFAH FP inh,GSTO1 counter,PAFAH2 FP inh,LYPLA1 inh,PAD4 inh,LYPLA2 counter
COc1ccc(CCNC(=O)Cc2ccc3c(c2)OCO3)cc1OC,0,-9,-1,-1,-5,0,1,-3,-9
Cc1ccnc2nc(C(=O)OCC(=O)N(CC(C)C)C3CCS(=O)(=O)C3)nn12 (centres undefined),2,3,-1,1,.,7,3,-4,4
CSc1nc(N)nc(SCC(=O)c2ccc(C)cc2)c1C#N,7,6,0,3,16,1,-4,-4,-6
Cc1cc(CNC(=O)C2(C(F)(F)F)C/C(=C\Cc3ccccc3)CCCO2)nn1C (centres undefined),-7,-3,0,-2,2,10,-4,-2,1
O=C(OCc1ccc([N+](=O)[O-])cc1)c1ccc(N2CCCC2)c([N+](=O)[O-])c1,-2,-2,4,3,0,14,-1,-5,2
COc1cccc(NC(=O)CSc2ccc3nnc(CCNC(=O)c4ccccc4)n3n2)c1,-98,2,3,1,4,-5,3,4,5
COC1CCN(Cc2c(C(=O)N3CCc4ccccc4C3)nc3ccc(Cl)cn23)CC1,12,7,-1,-7,-4,3,0,5,-2
O=C(Nc1ccc(NC(=O)c2cc([N+](=O)[O-])ccc2N2CCOCC2)cc1)c1cccs1,3,0,1,3,-6,-4,-7,-3,-7
O=C(c1ccc(C(F)(F)F)cc1)N1CCN(S(=O)(=O)c2ccc3c(c2)OCCCO3)CC1,9,1,0,5,2,-2,-1,-3,0
O=S(=O)(Cc1ccccc1)N1CCN(C2Cc3ccccc3C2)CC1,-17,0,-3,1,3,24,3,1,4
COc1ccc(CNC(=O)C(c2ccc(C)cc2)N(Cc2cccs2)C(=O)c2ccc3c(c2)OCCO3)cc1 (centres undefined),-3,-6,-3,3,-5,-1,-6,4,-12
CN(C)CCOC(=O)c1ccc2[nH]c3c(c2c1)CSCC3,16,6,-2,-4,7,2,-1,-7,6
Cc1cc(NC(=O)CCC(=O)N(CC(=O)NC2CCCC2)c2ccc3c(c2)OCCO3)no1,1,6,10,1,-5,-7,-1,1,-3
Cc1ccc2nc(-c3ccccn3)cc(C(=O)N3CCN(c4ncccn4)CC3)c2c1,1,6,2,-1,0,2,1,-5,4
CC(C)(C)OC(=O)NNC(=O)C12CC3CC(CC(C3)C1)C2,-2,10,2,5,6,5,4,-2,-2
O=C(NCc1ccccc1)c1ccc(CN(c2ccccn2)S(=O)(=O)c2ccccc2)cc1,-14,9,16,1,-9,-5,-2,-4,-3
Cc1sc(-c2c(C#N)c(N)nc3c2CCCCCC3)cc1[N+](=O)[O-],7,-3,0,3,6,4,-1,-9,11
COCCn1c(=O)[nH]c2cc(C(=O)N3CCN(c4cccc(C(F)(F)F)c4)CC3)ccc2c1=O,21,6,1,4,2,2,-3,4,-4
Cc1ccccc1C1NC(c2ccccc2C)C([N+](=O)[O-])C(C)(C)C1[N+](=O)[O-] (centres undefined),-9,0,-2,2,-1,6,0,-3,-5
COc1ccccc1NC(=O)COC(=O)C1CC(=O)N(c2ccc3c(c2)OCCO3)C1 (centres undefined),10,6,-2,16,.,6,.,1,.
CC(=O)C[C@@H](O)CC(=O)[C@H]1OC(=O)[C@@H](C)C/C=C\Cc2ccccc21,17,10,6,0,.,3,.,0,.
O=S1(=O)CCOC[C@H](Cc2ccccc2)N1Cc1ccc(F)cc1,0,5,33*,-8,-1,0,-1,2,9
CC(=O)Nc1nc(C2COc3ccccc3O2)cs1 (centres undefined),-10,8,8,1,3,2,4,-3,4
Cc1cc(C)nc(SCc2csc(N)n2)n1,0,6,-3,1,-2,-5,1,2,9
CCn1ccnc1CN1CCc2c([nH]c3ccccc23)C1CC(C)C (centres undefined),6,6,3,5,2,12,0,-5,5

# Carrying on.
SMILES,PREPL inh,PAFAH1B3 inh,PAFAH1B2 inh,pPAFAH FP inh,GSTO1 counter,PAFAH2 FP inh,LYPLA1 inh,PAD4 inh,LYPLA2 counter
CCOc1ccc(/C=N/OCC(=O)NC(c2ccccc2)c2ccccc2)cc1,11,5,-2,2,0,-4,1,-1,1
Cc1cc(C)cc(OCC(=O)N2CCN(c3ncccn3)CC2)c1,2,-4,2,2,.,-4,.,0,.
CCCCOc1ccc2ccccc2c1C=O,-10,4,5,2,-2,-4,-6,4,2
CN(C)C(=O)c1cc2cc([N+](=O)[O-])ccc2s1,18,8,6,-5,-4,-4,-1,-3,1
COC(=O)c1c(-c2ccccc2)c[nH]c1C,-4,2,7,7,0,6,2,-2,1
CCN(CC)CCNC(=O)c1ccc(Sc2ccc(C)cc2)c(NC(C)=O)c1,-16,-5,2,3,10,-10,1,2,5
COc1cc(-c2nc3cnccn3c2Nc2ccc(C(C)C)cc2)ccc1O,12,7,3,10,0,5,3,0,-2
O=C1CC(C(=O)NCc2ccccc2)N=C(N2CCCCC2)N1 (centres undefined),-7,5,-1,4,2,0,-1,-6,2
CC(=O)Nc1cccc(-c2nnc(SCc3ccccc3C#N)n2C)c1,5,11,3,3,4,2,-1,-1,5
CCOc1ccc(NC(=O)COC(=O)c2cc(S(=O)(=O)N3CCCC3)ccc2C)cc1,9,-5,-1,9,.,0,-3,-4,-1
CC(C)n1c(N2CCN(C(=O)c3cccs3)CC2)nc2ccccc21,22,3,4,-2,0,-4,-3,0,1
CC(C)(C)OC(=O)NCCC(=O)N/N=C/c1ccc2nccnc2c1,8,10,-1,-4,13,0,-1,2,-7
CCCOC(=O)c1ccc(NC(=O)C(=O)NCC2CCCO2)cc1 (centres undefined),4,3,1,4,-1,0,-3,7,-4
Cc1ccc(C)c(N2CCN(S(=O)(=O)c3ccc4c(c3)oc(=O)n4C)CC2)c1,13,3,0,1,-2,-3,1,-3,6
O=C1c2ccccc2C(=O)N1CCn1nc(Cl)nc1Cl,4,5,2,-5,4,-3,0,-1,7
NC(=S)NN=C(c1ccccc1)c1ccccc1,14,1,14,12,2,-2,1,-2,1
COc1ccc(NC(=O)NC(C)c2ccc3c(c2)OCO3)c(OC)c1 (centres undefined),8,4,6,6,3,0,0,0,4
CCCCn1nnc(NC(=O)c2ccc(-c3ccccc3)cc2)n1,5,-9,1,10,10,1,4,0,10
CCN(C(=S)NC(=O)c1ccco1)c1cccc2ccccc12,5,14,2,11,.,4,.,-16,.
COc1ccc(N(CC(=O)N/N=C/c2ccc(N(C)C)cc2)S(=O)(=O)c2ccccc2)cc1,-9,2,10,3,0,20,-3,-2,5
Cc1cc(/C=C(\C#N)C(=O)Nc2ccccc2)c(C)n1-c1ccc2c(c1)OCO2,2,7,0,8,-4,-4,-8,4,-8
O=C(N/N=C\C=C\c1ccc2c(c1)OCO2)c1cccnc1,9,2,-4,16,0,2,-1,-4,0
CC(C(=O)NCC1(c2ccccc2)CCOCC1)N1CCOCC1 (centres undefined),5,11,5,1,10,-2,-1,5,1
NS(=O)(=O)c1ccc(NC(=O)C2(c3ccccc3)CCCC2)cc1,-11,10,27*,0,-1,0,1,-5,0
O=C(NC1CCN(Cc2ccccc2)CC1)c1ccccc1NS(=O)(=O)c1ccc(F)cc1,10,10,8,9,.,9,.,-2,.
CCn1c(SCC(=O)N2CCOCC2)nc2c([nH]c3ccccc32)c1=O,3,8,5,3,-2,6,0,0,5
COc1ccc(N(C(=O)C2COc3ccccc3O2)C(C(=O)NC2CCCCC2)c2ccccc2)cc1OC (centres undefined),-1,7,7,3,0,2,1,-1,1
C/C(=N\NC(=O)Cc1ccc(Cl)cc1)c1ccccn1,-2,11,3,4,7,-5,-1,2,5
